# MOR-DOR inv ag: mu-delta opioid heterodimer inverse agonism | P35372+P41143 | cell-based MOR-DOR heterodimer luminescence | inhibition, % at 9.3 µM | 340,000 compounds, 0.21% hits | AID 504357; in the data active means inhibition above about 22%, passing the limit was not always enough;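 further: 0% = cells with DMSO and 100% = wells without cells with DMSO; values of inactives mirror those of a sister screen read the other way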
# Target sequence (P35372 whole entry, looked up): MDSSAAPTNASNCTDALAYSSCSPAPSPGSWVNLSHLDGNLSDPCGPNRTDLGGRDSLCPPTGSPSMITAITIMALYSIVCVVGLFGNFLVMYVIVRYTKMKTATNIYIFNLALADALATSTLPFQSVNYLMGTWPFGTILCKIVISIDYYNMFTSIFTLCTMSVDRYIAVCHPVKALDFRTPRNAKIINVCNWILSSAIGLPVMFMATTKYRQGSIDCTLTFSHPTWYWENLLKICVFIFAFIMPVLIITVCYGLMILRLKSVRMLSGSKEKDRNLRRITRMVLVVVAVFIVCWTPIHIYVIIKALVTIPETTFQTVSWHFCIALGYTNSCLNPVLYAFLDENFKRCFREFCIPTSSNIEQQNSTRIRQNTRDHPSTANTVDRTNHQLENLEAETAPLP
# Target sequence (P41143 whole entry, looked up): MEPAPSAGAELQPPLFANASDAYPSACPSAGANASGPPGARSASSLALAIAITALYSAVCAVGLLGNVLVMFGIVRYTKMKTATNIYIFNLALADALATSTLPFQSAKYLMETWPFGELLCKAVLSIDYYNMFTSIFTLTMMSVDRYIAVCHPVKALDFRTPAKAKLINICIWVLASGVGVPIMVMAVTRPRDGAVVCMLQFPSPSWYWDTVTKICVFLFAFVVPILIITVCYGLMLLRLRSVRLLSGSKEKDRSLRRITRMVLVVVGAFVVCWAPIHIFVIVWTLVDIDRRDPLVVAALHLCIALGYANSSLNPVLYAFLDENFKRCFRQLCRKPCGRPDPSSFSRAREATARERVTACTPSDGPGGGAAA
# HTR5A ag: HTR5A agonism, opioid heterodimer counter-screen; P47898; HTR5A agonist assay, luminescence, cell-based; activation, % at 9.3 µM; 340,000 compounds, 0.61% hits; in the data active means activation mostly above about 9.5%, no sharp cut-off; inactive means mostly below about 7.6%;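 further: 0% = cells with vehicle only and 100% = reference agonist; strong numbers were not always called active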
# HTR5A inv ctr: HTR5A inverse agonism, opioid heterodimer counter-screen. inhibition, % at 9.3 µM. 340,000 compounds, 0.083% hits. P47898. HTR5A cell line, luminescence; in the data active means inhibition mostly above about 23%, no sharp cut-off; inactive means mostly below about 18%;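 further: 0% = cells with DMSO and 100% = no-cell wells with DMSO; some compounds called inactive have numbers as strong as hits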
# Keap1 Nrf2 FP: inhibitors of human Keap1-Nrf2 protein-protein interaction | inhibition, % at 9.4 µM | Q14145 | Keap1 Kelch-Nrf2 peptide fluorescence polarization, 1536-well | 340,000 compounds, 0.15% hits | AID 504523; in the data active means inhibition above about 12%;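 further: human Keap1 Kelch domain with fluorescein labeled Nrf2 9mer peptide probe; 0% = neutral control wells and 100% = peptide positive control; higher means more block of Keap1 binding to Nrf2 peptide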
# CAL-PDZ inh HTS: inhibitors of human CAL PDZ peptide binding. Q9HD26. purified CAL PDZ, TMR-peptide fluorescence polarization, 1 h. inhibition, % at 24.9 µM. 300,000 compounds, 0.92% hits;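 active means mean inhibition of at least 30% with at least half of replicates also reaching 30%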;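 further: 0% = DMSO neutral control and 100% = excess unlabeled competitor peptide PRC23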
# LANA DNA inh: blocks KSHV LANA C-terminal domain binding to DNA; 340,000 compounds, 0.078% hits; AID 504423; MBP-C-LANA/FAM-LBS DNA binding, fluorescence polarization; inhibition, % at 9 µM;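 active means highest replicate inhibition at or above 60% at 9 µM, even if other replicates fall short; inactive means all replicates below 60% inhibition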;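 further: 0% = neutral control wells and 100% = 4 µM acridine orange control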
# OPRM1-OPRD1 ag: OPRM1-OPRD1 heterodimerization agonism. AID 504326. cells, luminescence. activation, % at 9.3 µM. 340,000 compounds, 0.3% hits. P35372+P41143; in the data active means activation above about 18%;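 further: 0% = vehicle-treated cells and 100% = reference agonist; values of inactives mirror those of a sister screen read the other way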
# Cardiac RTF inh: cardiac RTF calcium desensitization. P19429+P45379. 340,000 compounds, 0.12% hits. AID 493244. inhibition, % at 7.15 µM. IANBD-labeled cardiac RTF, Ca2+ fluorescence;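 active means inhibition above the mean inhibition of all tested compounds plus 3 SD, cut at about 17% in these data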;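 further: assay run at fixed EC70 calcium of 1.6 mM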
# V-ATPase pHluor: regulators of yeast V-ATPase proton transport | response, % at 10 µM | 350,000 compounds, 0.37% hits | S. cerevisiae, pHLuorin cytosolic pH fluorescence; in the data active means response mostly above about 7.3%, no sharp cut-off; inactive means mostly below about 5.4%; further: actives read high; inactives centre near 0; some compounds called inactive have numbers as strong as hits; reference of the scale not given here
# cardiac RTF act: cardiac RTF calcium sensitization; IANBD-labeled TnC RTF fluorescence at EC20 calcium; 0% EC20 calcium, 100% full calcium; activation, % at 7.2 µM; 340,000 compounds, 0.24% hits;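 active means activation above the mean over all tested compounds plus 3 SD, cut at about 30% in these data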;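 further: rise in fluorescence read as greater calcium sensitivity of cardiac thin filaments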
# An asterisk follows results filed as active; x = no result given.
SMILES,MOR-DOR inv ag,HTR5A ag,HTR5A inv ctr,Keap1 Nrf2 FP,CAL-PDZ inh HTS,LANA DNA inh,OPRM1-OPRD1 ag,Cardiac RTF inh,V-ATPase pHluor,cardiac RTF act
O=C(O)Cc1cn(Cc2cccc(Cl)c2)c2ccccc12,-21,11,-30,-4,0,-0.7,2.8,-18,5,-3
COc1cc(C(=O)Nc2ccc3c(c2)N(C(=O)CN2CCN(C)CC2)c2ccccc2CC3)cc(OC)c1OC,11,4,14,-1,-7,0.9,-2.1,-13,4,4
CN(CC(=O)NNC(=O)Cc1ccccc1F)S(=O)(=O)c1ccc(Cl)cc1,17,-6,-16,-1,-5,1.3,-3.1,3,-1,0
COc1ccc2c(c1)C(=O)N(c1ccccc1C)C(=O)C2(C)C,15,-2,4,3,1,-0.6,-2.3,2,1,-2
Cc1ccc(S(=O)(=O)N2CCC(C(=O)NNS(=O)(=O)c3ccc(Cl)cc3)CC2)cc1,-4,2,19,-1,-4,0.5,0.8,-13,1,11
COc1ccc(C(=O)N/N=C/c2ccc(OC)c(CN3CCc4cc(OC)c(OC)cc4C3C)c2)cc1 (stereo unspecified),5,-6,14,-2,-4,0.9,-1.1,0,-5,6
O=C(CN1CCN(c2ccccc2)CC1)Nc1ccccc1C(F)(F)F,-18,4,11,1,9,-0.4,4.4,-13,-2,-2
CCOc1cc(C2C(C(=O)O)c3cc(OCC)c(OCC)cc3C(=O)N2C)ccc1O (stereo unspecified),6,-2,9,-6,4,1.5,-1.0,-3,0,-4
CC1CCN(S(=O)(=O)c2ccc3c(c2)N(CC(=O)NCc2cccnc2)C(=O)CS3)CC1,-3,0,2,-5,-2,-0.1,0.4,2,-1,3
Cc1ccc(NS(=O)(=O)c2c(C)[nH]c(=O)[nH]c2=O)cc1C,9,5,-18,-2,-3,0.4,-1.5,8,1,1
CCOCC(=O)Nc1cc(C(F)(F)F)ccc1Oc1cccc(Br)c1,-26,-2,6,0,14,-0.2,4.9,-8,8,-6
COCCOC(=O)c1nccnc1C(=O)Nc1ccc(S(=O)(=O)N2CCOCC2)cc1,x,x,x,0,-7,2.1,x,x,-4,x
COc1ccccc1NC(=O)c1cccs1,9,2,-5,-2,0,-1.1,-1.6,-4,1,0
COc1ccc(C)cc1NC(=O)NC(C)c1ccncc1 (stereo unspecified),8,4,8,3,-3,-0.8,-1.1,-11,4,-4
COc1ccccc1CCNS(=O)(=O)CCNC(=O)c1ccccc1,7,-4,10,2,0,1.9,-1.3,-9,-3,0
Cc1ccc(NC(=S)N(CCCN2CCCC2)Cc2cccn2Cc2ccc(Cl)cc2)cc1Cl,-18,3,-8,-10,-7,-16,3.2,5,0,-6
Cc1cc(F)ccc1NC(=O)C1CCN(C(=O)Nc2ccccc2)CC1,2,2,-13,1,5,-1.5,-0.3,-3,4,8
CCN(C(=O)CSc1nc(-c2ccccc2)c(-c2ccccc2)[nH]1)C1CCS(=O)(=O)C1 (stereo unspecified),4,-4,-6,-3,-4,-0.6,-0.7,10,-1,8
Cc1ccccc1C(=O)NC1CCN(CC(=O)Nc2nccs2)CC1,7,0,0,-3,-3,2.2,-1.4,-4,1,-5
CN1C(=O)c2ccccc2Sc2ccc(NC(=O)N3CCOCC3)cc21,2,1,9,-1,16,-0.9,-0.3,-13,2,8
Cc1ccc(S(=O)(=O)Nc2nc3ccccc3nc2N2CCc3ccccc3C2)cc1,-21,3,-9,0,-2,0.5,4.1,-5,-2,-5
CC(=O)c1ccc(N2CCN(C(=S)Nc3ccccc3C(F)(F)F)CC2)cc1,5,-4,10,0,-7,-0.3,-0.9,0,0,-1
CCCc1cc(C(=O)N/N=C/c2ccc(C)o2)c2ccccc2n1,3,5,16,-1,-7,-0.9,-0.5,7,-2,1
CCCCOC(=O)c1ccc(NC(=O)COC(=O)C2CSC3(C)CCC(=O)N23)cc1 (stereo unspecified),-40,6,-3,-1,-5,1.9,7.4,-2,3,-4
O=C(/C=C/c1ccc2c(c1)OCO2)NCCCN1CCOCC1,12,0,-24,2,0,-1.9,-2.2,-10,-2,-1
CCOc1ccc(N(CC(=O)NC2CCCCCC2)S(=O)(=O)c2ccccc2)cc1,9,11,-28,3,x,-1.7,-2.2,-4,-3,2
COc1ccc(S(=O)(=O)NCCc2ccccn2)cc1,4,2,-8,-4,-3,0.1,-0.7,-2,-1,2
CCOc1ccccc1NC(=O)Cn1c(=O)c(OCC)nc2cnccc21,12,-5,19,-4,-2,0.1,-2.3,-3,3,0
COCCn1c(SCC(=O)N2CCCc3ccccc32)nnc1-c1ccco1,16,-2,12,5,1,-0.9,-3.0,-5,0,1
c1ccc2[nH]c(-c3cscn3)nc2c1,4,3,2,1,1,-1.0,-0.7,6,-1,1
Cc1cccc(C(=O)OCC(=O)Nc2ccc(F)cc2)c1,-2,-5,-8,3,-7,1.7,0.4,-9,1,-5
COc1cccc(CNCCSc2nnnn2C)c1OC,0,3,-43,-7,x,0.3,-0.1,-7,14,2
CCOC(=O)N1CCN(C(=O)CCSCCc2ccncc2)CC1,5,-3,3,-1,-3,-0.2,-0.9,-4,-2,0
O=C(CCn1cccc1)Nc1cc(F)ccc1F,14,-2,6,-2,2,1.4,-2.4,1,-2,-3
C=CCN(C(=O)CSc1nc2c(sc3ccccc32)c(=O)n1CCN(CC)CC)c1ccccc1,11,0,0,-4,-4,39,-2.3,3,-3,0
Cc1ccccc1NC(=O)NCCN1C(=O)C2C3C=CC(C3)C2C1=O (stereo unspecified),-3,-6,16,1,x,-1.5,0.7,-1,2,2
COc1cccc(-c2nnc(SCC(=O)N3CCCc4ccccc43)o2)c1,21,-5,13,0,2,0.2,-5.1,-1,0,-3
COc1ccc(CNC(=O)C2CCN(C(=O)c3ccc(F)cc3)CC2)cc1OC,18,2,-7,-5,-4,0.0,-4.9,-11,1,-3
Cc1ccc(NS(=O)(=O)c2ccc3[nH]c(=O)[nH]c3c2)cc1,7,10,26,-6,x,0.5,-1.3,0,1,4
CCC(C)NC(=O)c1cc(-c2ccccc2O)on1 (stereo unspecified),12,0,-1,1,0,2.3,-2.1,-1,5,1

# Reformatted: entries from further up.
Molecule	MOR-DOR inv ag	HTR5A ag	HTR5A inv ctr	Keap1 Nrf2 FP	CAL-PDZ inh HTS	LANA DNA inh	OPRM1-OPRD1 ag	Cardiac RTF inh	V-ATPase pHluor	cardiac RTF act
CCOCC(=O)Nc1cc(C(F)(F)F)ccc1Oc1cccc(Br)c1	-26	-2	6	0	14	-0.2	4.9	-8	8	-6
COCCOC(=O)c1nccnc1C(=O)Nc1ccc(S(=O)(=O)N2CCOCC2)cc1	x	x	x	0	-7	2.1	x	x	-4	x
COc1ccccc1NC(=O)c1cccs1	9	2	-5	-2	0	-1.1	-1.6	-4	1	0

# (next part)
SMILES,MOR-DOR inv ag,HTR5A ag,HTR5A inv ctr,Keap1 Nrf2 FP,CAL-PDZ inh HTS,LANA DNA inh,OPRM1-OPRD1 ag,Cardiac RTF inh,V-ATPase pHluor,cardiac RTF act
COc1cc(C2c3sc(=O)[nH]c3SC3C4CCC(C4)C23)ccc1O (stereo unspecified),5,4,-14,-12,x,-0.8,-1.0,-6,-1,0
CCN1CCN(CC(=O)c2c[nH]c3ccc(C)cc23)CC1,22,3,-8,-4,-2,0.5,-5.0,0,-1,3
NC(=O)C1=C[C@H](c2ccc(Br)cc2)C[C@H](OCc2ccc(CO)cc2)O1,18,-4,-6,-5,-5,-0.7,-3.3,-1,-1,1
COc1ccc(Cl)cc1NC(=O)CN(C)C(=O)COc1ccccc1F,-5,0,-1,-3,2,-0.9,0.9,-11,-3,15
O=C(c1ccco1)N1CCN(C(c2ccccn2)c2nnnn2C2CCCC2)CC1 (stereo unspecified),22,0,-9,-3,0,0.7,-3.8,-3,0,0
Cc1ccc(NC(=O)C(Nc2ccccc2)c2ccccc2)cc1 (stereo unspecified),19,-7,18,0,0,-1.0,-3.7,-4,0,-7
Cc1c(C(=O)NCCCN2CCCC2=O)oc2ccccc12,7,-4,-2,-4,-1,-0.4,-1.3,-8,0,-2
COc1ccc(-n2nc(C(=O)NCC(=O)N3CCN(c4ccccn4)CC3)c3ccccc3c2=O)cc1OC,0,2,-4,-4,2,20,0.0,2,1,-1
Cc1ccc(/C=N/NC(=O)C2CC(=O)N(c3ccccc3)C2)s1 (stereo unspecified),15,0,-8,-4,-3,-2.3,-2.7,7,1,3
CCOC(=O)c1sc(NC(=O)CC)nc1C,5,1,4,0,4,-0.5,-1.1,-15,0,-3
O=C(Nc1nc2ccccc2s1)C1CCCN1S(=O)(=O)c1ccc(Cl)cc1 (stereo unspecified),-27,-1,3,-2,-4,1.8,5.6,-8,-1,4
CC(=O)c1cccc(NC(=S)Nc2ccc(F)cc2)c1,-2,0,0,0,2,2.1,0.4,-5,-4,-4
C/C(=N\NC(=O)C(=O)Nc1cccc(Cl)c1)c1ccncc1,2,-5,1,-2,-1,-0.6,-0.4,-9,1,0
CCOC(=O)c1ccc(NC(=O)NC2CC3CCC(C2)N3C(=S)NC)cc1 (stereo unspecified),3,4,-10,-10,-7,-6.7,-0.7,-4,0,3
COC(=O)Cn1nc(-c2ccccc2)n(-c2ccccc2)c1=S,13,-3,-34,0,-3,-1.1,-2.2,0,4,-2
CCN(CC(=O)NCc1cccs1)S(=O)(=O)c1ccc(F)c(F)c1F,-9,0,0,-3,1,2.1,1.4,-9,0,-3
CCn1nnc2cc(C(=O)OCC(=O)N(C)Cc3cccc(F)c3)ccc21,13,-5,13,-5,4,0.0,-3.5,-5,-1,1
O=C(c1ccc(F)cc1Cl)N1CCN(CCc2ccccc2)CC1,-5,-1,2,-2,-1,-3.1,1.1,0,0,-3
O=C(NCC1CCCO1)c1cc(S(=O)(=O)Nc2ccc(Br)cc2)ccc1Cl (stereo unspecified),-6,2,-18,1,-3,1.9,1.2,2,-5,8
O=C1CC(C(=O)Nc2cccc(Cl)c2)n2ncnc2N1 (stereo unspecified),16,1,-2,4,2,-1.2,-3.5,-3,-3,1
Cn1cccc1Cc1nnc(SCC(=O)Nc2nccs2)n1CCc1ccccc1,1,-2,6,-11,-3,0.4,-0.1,5,4,3
COc1ccc(NC(=O)CN2CCN(S(=O)(=O)c3ccc(Br)cc3)CC2)c(OC)c1,7,2,-3,0,-3,-1.0,-1.2,2,-3,-4
N#CCc1c(C#N)c(N)nc(N2CCN(Cc3ccc4c(c3)OCO4)CC2)c1C#N,-5,4,-3,-1,x,1.4,1.0,-18,-3,-3
CC(OC(=O)Cc1ccsc1)C(=O)Nc1ccc(Cl)cn1 (stereo unspecified),20,3,15,0,0,0.4,-4.1,-4,-4,-4
COc1ccc(CCNS(=O)(=O)c2ccc([N+](=O)[O-])cc2)cc1OC,-12,0,1,2,-3,-1.0,2.5,-1,-1,1
CN(CC(=O)NCc1ccccc1F)S(=O)(=O)c1ccc(Cl)cc1,17,-4,13,1,-18,-2.1,-3.6,5,-1,1
Cc1cc(C)c(NC(=O)CN2C(=O)CC(C)S(=O)(=O)c3ccccc32)c(C)c1 (stereo unspecified),11,-2,-10,-2,x,-0.1,-2.1,-4,1,-2
Cc1ccc(OCC(=O)Nc2cc(C(C)(C)C)on2)cc1C,-35,3,-1,1,-4,0.5,6.8,-5,-5,1
COc1ccc(OC)c(N(CC(=O)N2CCCC2)S(=O)(=O)c2ccc(OC)c(OC)c2)c1,11,0,-26,5,-2,-0.8,-2.0,-7,3,-2
